CTSL1 counter = Fasciola hepatica cathepsin L1 inhibitors, primary screen, counter-screen for PFM18AAP inhibitor project, biochemical, QFRET, fluorogenic peptide substrate; recombinant F. hepatica cathepsin L1, Z-Leu-Arg-MCA fluorescence; inhibition, % at 5.96 µM; 300,000 tested, 0.49% active;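 active = inhibition above the mean of all tested compounds plus 3 SD, set per screening campaign, cut at about 17% in these data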;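 also: 0% = plate median of test compound wells and 100% = 1 µM Z-Phe-Ala-diazomethylketone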
PP5 inh = PP5 phosphatase inhibitors, primary screen, biochemical, fluorescence | Serine/threonine-protein phosphatase 5 (Homo sapiens), P53041 | purified PP5c, OMFP substrate fluorescence | inhibition, % at 6.7 µM | 320,000 tested, 0.18% active | AID 1987, 2009;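 active = inhibition above the campaign's mean inhibition across all tested compounds plus 3 SD, cut at about 9.5% in these data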;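 also: 0% = DMSO only and 100% = 100 µM cantharidin control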
Target sequence (P53041 whole entry, looked up): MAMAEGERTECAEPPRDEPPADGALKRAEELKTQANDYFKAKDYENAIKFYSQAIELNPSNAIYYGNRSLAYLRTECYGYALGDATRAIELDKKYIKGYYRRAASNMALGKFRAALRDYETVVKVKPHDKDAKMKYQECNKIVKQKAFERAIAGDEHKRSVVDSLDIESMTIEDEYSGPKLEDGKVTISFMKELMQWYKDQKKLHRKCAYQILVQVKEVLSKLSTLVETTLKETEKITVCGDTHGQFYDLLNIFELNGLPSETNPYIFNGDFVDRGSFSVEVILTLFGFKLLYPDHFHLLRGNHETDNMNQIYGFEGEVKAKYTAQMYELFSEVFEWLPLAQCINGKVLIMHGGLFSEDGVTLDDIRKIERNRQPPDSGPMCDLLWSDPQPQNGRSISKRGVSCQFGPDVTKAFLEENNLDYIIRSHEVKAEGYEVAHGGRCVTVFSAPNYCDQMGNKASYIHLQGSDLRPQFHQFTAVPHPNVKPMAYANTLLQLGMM
HCV core dimer = inhibitors of HCV core protein dimerization, primary screen, biochemical, TR-FRET, high-throughput | inhibition, % at 5 µM | TR-FRET GST/Flag-core106 dimerization, 1536-well | 300,000 tested, 0.33% active | AID 1899, 2009;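 active = inhibition above the mean of all tested compounds plus 3 SD, set per screening campaign, cut at about 45% in these data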
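System: GST-tagged and Flag-tagged HCV core protein residues 1-106 / Input: core106 proteins, GST 13.5 nM and Flag 17 nM / Buffer or medium: KF-containing HEPES buffer, pH 7.45, DTT, CHAPS, BSA / Probe or stimulus: Eu-anti-GST and XL665-anti-Flag labelled anti-tag antibodies / Schedule: 4 h, 22.5 °C incubation / Technique: TR-FRET 671 and 617 nm emission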
EBNA-1 inhibitor = EBNA-1 DNA-binding inhibitors, primary screen, biochemical, fluorescence polarization; 300,000 tested, 0.34% active; inhibition, % at 14.8 µM; in the data active = inhibition above about 28%
TPT1 inhibitor = Candida albicans TPT1 enzyme inhibitors, primary screen, biochemical, fluorescence polarization; tRNA 2'-phosphotransferase TPT1 (Candida albicans SC5314); recombinant caTPT1, FP RNA substrate dephosphorylation; inhibition, % at 5 µM; 300,000 tested, 0.81% active; AID 1962, 2009;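 active = inhibition above the mean of all tested compounds plus 3 SD, set per screening campaign, cut at about 24% in these data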;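 also: plate controls were DMSO alone for no effect and ferristatin control at 100 nM for full effect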
GASC-1 inh = inhibitors of GASC-1 histone demethylase, primary screen, biochemical, fluorescence, DELFIA europium | GST-JMJD2C(1-420) H3K9me3 demethylation | inhibition, % at 2.35 µM | 330,000 tested, 0.069% active;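 active = more than half of a compound's replicate wells show inhibition beyond 50%, single wells judged on their own value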;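 also: signal counts dimethyl H3K9 product captured on neutravidin plate; 0% = median of DMSO wells and 100% = 0.3 times that DMSO median; strong numbers were not always called active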
Target sequence (Q9H3R0 1-420 limits assumed): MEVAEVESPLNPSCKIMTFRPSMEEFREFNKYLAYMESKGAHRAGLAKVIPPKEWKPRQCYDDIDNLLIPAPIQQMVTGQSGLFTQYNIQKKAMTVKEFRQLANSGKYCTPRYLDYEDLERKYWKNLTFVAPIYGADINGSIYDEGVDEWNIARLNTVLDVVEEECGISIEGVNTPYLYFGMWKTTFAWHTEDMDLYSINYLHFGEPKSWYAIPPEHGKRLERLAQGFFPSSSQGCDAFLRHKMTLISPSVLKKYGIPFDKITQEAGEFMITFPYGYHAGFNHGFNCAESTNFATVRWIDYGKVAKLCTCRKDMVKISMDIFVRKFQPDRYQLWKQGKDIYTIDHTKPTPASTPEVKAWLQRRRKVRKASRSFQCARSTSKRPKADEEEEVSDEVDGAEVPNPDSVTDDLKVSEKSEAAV
ZTA counter = ZTA (EBV) inhibition in EBNA-1 counter-screen. ZTA-DNA binding, fluorescence polarization. 320,000 tested, 0.15% active. inhibition, % at 11 µM; in the data active = inhibition above about 33%
PP1 counter = PP1-alpha phosphatase inhibitors, primary screen, counter-screen for PP5 inhibitor project, biochemical, fluorescence, OMFP substrate, single point; 320,000 tested, 0.9% active; inhibition, % at 6.7 µM; Serine/threonine-protein phosphatase PP1-alpha catalytic subunit (Homo sapiens), P62136; purified PP1alpha;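 active = inhibition above the mean inhibition of all tested compounds plus 3 SD, computed separately for each screening campaign, cut at about 15% in these data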
CR mimetic SO = reduction of superoxide in aged yeast, primary screen, HTS | S. cerevisiae aged cells, superoxide DHE fluorescence; active compounds read low | superoxide response (% of plate mean), % at 10 µM | 330,000 tested, 0.18% active | AID 2690, 2010;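 active = superoxide response under a set limit, about three screen SD below normal, cut at about 65% in these data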;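 also: yeast aged for seven days with compound at 30 °C before DHE staining; 100% = average MFI of all compound-treated wells on the plate with controls excluded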
* marks the source's active call; other numbers are inactive results; i = inactive; . = no result given.

Start of the data: the first 4 records, to show the layout:
(1) O=C(NNc1ccccn1)C(=O)NNS(=O)(=O)c1ccc(Cl)cc1
(2) CCCS(=O)(=O)N1CCC(C(=O)N2CCN(Cc3ccccc3)CC2)CC1
(3) COc1ccc(C2CC(=O)c3cnc(NC(=O)c4ccco4)nc3C2)cc1 (configuration not stated)
(4) COc1ccc(CCNC(=O)Cn2nc(C)c3c(C)n(-c4ccccc4)nc3c2=O)c(OC)c1
compound no.	1	2	3	4
CTSL1 counter	5	1	-1	-1
PP5 inh	0.6	6.0	1.6	2.4
HCV core dimer	-3	0	-15	24
EBNA-1 inhibitor	9	-7	1	-4
TPT1 inhibitor	2	0	-4	-4
GASC-1 inh	-34	5	0	-15
ZTA counter	5	-5	-27	-2
PP1 counter	3	-5	3	-1
CR mimetic SO	96	99	93	103

The whole of this part, repeating the preview:
(1) O=C(NNc1ccccn1)C(=O)NNS(=O)(=O)c1ccc(Cl)cc1
(2) CCCS(=O)(=O)N1CCC(C(=O)N2CCN(Cc3ccccc3)CC2)CC1
(3) COc1ccc(C2CC(=O)c3cnc(NC(=O)c4ccco4)nc3C2)cc1 (configuration not stated)
(4) COc1ccc(CCNC(=O)Cn2nc(C)c3c(C)n(-c4ccccc4)nc3c2=O)c(OC)c1
(5) O=C(CN1C(=O)NC2(CCOc3ccccc32)C1=O)Nc1ccc(Br)cc1F (configuration not stated)
(6) CN(C)S(=O)(=O)n1cc(/C=C(\NC(=O)c2ccccc2Cl)C(=O)N2CCCC2)c2ccccc21
compound no.	1	2	3	4	5	6
CTSL1 counter	5	1	-1	-1	.	-3
PP5 inh	0.6	6.0	1.6	2.4	-0.1	-0.3
HCV core dimer	-3	0	-15	24	.	-3
EBNA-1 inhibitor	9	-7	1	-4	.	11
TPT1 inhibitor	2	0	-4	-4	.	-1
GASC-1 inh	-34	5	0	-15	-6	1
ZTA counter	5	-5	-27	-2	4	2
PP1 counter	3	-5	3	-1	1	-2
CR mimetic SO	96	99	93	103	137	85

(7) COc1ccc(C(=O)NC(=S)Nc2ccccc2N2CCN(S(C)(=O)=O)CC2)cc1OC
(8) CC(C)(C)NC(=O)COc1coc(CN2CCN(Cc3ccccc3)CC2)cc1=O
(9) COc1ccc(-c2cc(=O)oc3cc(OCC(=O)Nc4ccc(CCO)cc4)ccc23)cc1
(10) O=C(NC1CCCCC1)N1CCCc2ccccc21
(11) COc1ccc(NC(=O)CCN2CCC(C)CC2)cc1
(12) CC(NS(=O)(=O)c1ccc(OCC(=O)NCc2ccccn2)cc1)c1ccccc1 (configuration not stated)
compound no.	7	8	9	10	11	12
CTSL1 counter	7	2	2	-6	-4	-4
PP5 inh	0.8	0.1	-0.1	0.5	2.5	-1.5
HCV core dimer	9	-7	2	2	-1	8
EBNA-1 inhibitor	0	8	6	9	-20	9
TPT1 inhibitor	-4	-7	-1	0	2	-1
GASC-1 inh	28	11	53	-6	3	7
ZTA counter	4	-1	16	11	-11	4
PP1 counter	-3	-1	2	-3	-1	-1
CR mimetic SO	113	89	82	104	123	90

(13) O=C(NCCOCCOCCNC(=O)c1cccnc1)c1cccnc1
(14) Cn1c(NC(=O)C(C)(C)Oc2ccc(Cl)cc2)cc(=O)n(C)c1=O
(15) c1ccc(NCc2ccccn2)cc1
(16) CCNc1nc(Cl)nc(NCc2ccccc2)n1
(17) Cc1ccc(N(Cc2ccco2)C(=O)c2ccc(N3CCCCC3)c([N+](=O)[O-])c2)cc1
(18) CCOC(=O)C[n+]1ccc2c([nH]c3ccccc32)c1C
compound no.	13	14	15	16	17	18
CTSL1 counter	4	0	-1	-2	-3	-1
PP5 inh	3.4	-1.2	1.3	0.2	1.9	2.7
HCV core dimer	-6	10	13	-4	8	-4
EBNA-1 inhibitor	3	9	-10	-5	-6	-11
TPT1 inhibitor	-8	-7	0	-1	-1	-3
GASC-1 inh	6	9	6	1	72	-1
ZTA counter	-20	12	-9	-34	2	-10
PP1 counter	5	1	-4	1	6	-2
CR mimetic SO	96	94	100	98	121	90

(19) CCN(CC(=O)Nc1c(F)cccc1F)C(=O)/C=C/c1ccc2ccccc2n1
(20) COc1ccccc1NS(=O)(=O)c1cc(C)ccc1C
(21) CC(=O)Nc1ccc(NC(=O)CSc2nnnn2-c2ccccc2F)cc1
(22) O=C(NCCCN1CCCC1=O)c1cccc(S(=O)(=O)N2CCCCC2)c1
(23) CNc1nc2c(N)ncnc2n1[C@H]1O[C@@H](CO)[C@H](O)[C@@H]1O
(24) Cc1nc(NC(=S)NC(=O)c2cccs2)sc1C(=O)N(C)C
compound no.	19	20	21	22	23	24
CTSL1 counter	3	2	0	.	-12	0
PP5 inh	-2.5	1.6	0.0	3.0	1.9	0.2
HCV core dimer	75*	7	-2	.	4	-2
EBNA-1 inhibitor	15	-4	15	.	-3	12
TPT1 inhibitor	9	2	-1	.	-4	-3
GASC-1 inh	-16	28	-7	1	3	1
ZTA counter	12	-4	13	-6	2	22
PP1 counter	22*	-1	2	-1	-3	-1
CR mimetic SO	101	102	104	136	94	93

(25) COc1ccccc1OCCn1c(=O)oc2ccc(C)cc21
(26) CN1CCSc2ccc(C(=O)Nc3cccc(F)c3)cc21
(27) O=C(c1ccc(=O)oc1)N1CCCc2ccccc21
(28) CC(C)(C)c1ccc(OC(=O)c2cccnc2)cc1
(29) Cc1ccc(NS(=O)(=O)c2ccc(C(=O)N3CCN(c4ncccn4)CC3)cc2)cc1
(30) O=[N+]([O-])c1ccc(N2CCN(c3ccccc3)CC2)nc1
compound no.	25	26	27	28	29	30
CTSL1 counter	-1	2	2	-3	1	6
PP5 inh	0.6	-1.1	0.4	-0.2	0.6	-2.9
HCV core dimer	-2	4	-5	1	1	1
EBNA-1 inhibitor	10	-1	2	7	4	-1
TPT1 inhibitor	2	-3	4	0	-2	2
GASC-1 inh	-4	-7	-5	4	5	-8
ZTA counter	2	9	-6	13	2	3
PP1 counter	-4	-8	-3	2	-1	-3
CR mimetic SO	103	91	90	98	106	108

(31) CCOC(=O)c1[nH]c2ccc(OC)cc2c1NC(=O)CCN1CCc2ccccc2C1
(32) O=S(=O)(Nc1nc2ccccc2nc1NCC1CCCO1)c1ccc(F)cc1 (configuration not stated)
(33) Cc1ccc(NC(=O)Cc2nc(CN(C)CC(=O)Nc3ccc(C)cc3)cs2)cc1
(34) C=CCn1c(Cc2ccccc2)nnc1SCc1nc2ccccc2c(=O)[nH]1
(35) O=c1[nH]c(Cc2cccs2)nc2ccccc12
(36) Cc1nn(C(C)(C)C)c(OC(=O)c2ccc3c(c2)OCO3)c1S(=O)(=O)c1ccccc1
compound no.	31	32	33	34	35	36
CTSL1 counter	-1	0	.	2	-2	1
PP5 inh	0.2	0.2	1.0	1.4	0.3	2.9
HCV core dimer	2	0	.	2	0	8
EBNA-1 inhibitor	11	-10	.	-2	-3	-3
TPT1 inhibitor	2	-7	.	0	0	-2
GASC-1 inh	0	0	.	4	-7	-6
ZTA counter	15	-3	0	10	-11	-25
PP1 counter	-4	-6	0	-1	-5	0
CR mimetic SO	98	105	95	102	101	96

(37) CC1CCN(C(=O)CCc2nc3cc(S(=O)(=O)N(C)C)ccc3n2C)CC1
(38) Cc1ccc(NC(=O)CS(=O)CC(=O)N(CC(=O)NC2CCCC2)c2cc(C)ccc2C)cc1 (configuration not stated)
(39) O=C(Cn1cc(SCc2ccc(Cl)cc2)c2ccccc21)N1CCOCC1
(40) CC#CCN1c2ccccc2[C@]23C[C@@H](C(=O)OC)N(C(=O)NCCBr)C2=NC(C(=O)OC)=C(C(=O)OC)[C@H]13
(41) CCOc1ccc(S(=O)(=O)NCCC(=O)NCC(c2cccs2)N2CCOCC2)cc1 (configuration not stated)
(42) O=C(COc1cccc2c1CCN(Cc1ccccc1F)C2=O)N1CCCCC1
compound no.	37	38	39	40	41	42
CTSL1 counter	0	0	-1	-1	2	-9
PP5 inh	2.1	1.9	2.0	0.9	3.4	-0.2
HCV core dimer	0	3	-7	16	-9	-1
EBNA-1 inhibitor	-4	1	-5	7	-18	-7
TPT1 inhibitor	0	-1	3	0	-1	-3
GASC-1 inh	0	3	5	-1	2	-1
ZTA counter	3	5	-4	-1	-7	-5
PP1 counter	0	-4	2	-5	1	1
CR mimetic SO	108	91	99	110	110	103

(43) COc1cc(Cl)cc(/C=C/c2ccc3cccc(O)c3n2)c1OC
(44) Cc1ccc(NC(=O)C2CCCN(S(=O)(=O)c3ccc4[nH]c(=O)ccc4c3)C2)nc1 (configuration not stated)
(45) Nc1c(C(=O)CSc2nnc(N3CCOCC3)n2-c2cccc(F)c2)c(=O)[nH]c(=O)n1C1CC1
(46) Cc1ccc(Cn2c(Cc3ccccc3)nc3ccccc32)cc1
(47) CCNc1nc(NC(C)CC)nc(Oc2ccc(=O)[nH]n2)n1 (configuration not stated)
(48) CC(=O)c1c(C)[nH]c(C(=O)Nc2ccc(Cl)c(S(=O)(=O)N3CCOCC3)c2)c1C
compound no.	43	44	45	46	47	48
CTSL1 counter	1	-3	.	-5	3	0
PP5 inh	-0.7	1.5	1.7	3.1	-1.4	2.1
HCV core dimer	-1	-4	.	15	2	-7
EBNA-1 inhibitor	-12	4	.	2	-7	1
TPT1 inhibitor	0	1	.	4	7	-3
GASC-1 inh	-7	8	8	3	0	-13
ZTA counter	-1	5	7	7	-14	-9
PP1 counter	3	-1	2	3	-2	-1
CR mimetic SO	95	102	90	91	103	103

(49) Cc1ccc(O)c(/C=N/NC(=O)CN2CCCC2)c1
(50) CC(=O)N1N=C(c2ccco2)CC1c1ccc(Cl)o1 (configuration not stated)
(51) Cc1cccc(CN2CCC(C(N)=O)CC2)c1
(52) CS(=O)(=O)N1CCC(C(=O)NNC(=O)Nc2ccc(F)c(Cl)c2)CC1
(53) COc1ccc2[nH]cc(CCNC(=O)Cc3c(F)cccc3Cl)c2c1
(54) O=P(c1ccccc1)(c1ccccc1)c1nc(-c2ccccc2)oc1N1CCOCC1
compound no.	49	50	51	52	53	54
CTSL1 counter	-4	1	2	-4	8	10
PP5 inh	-0.5	1.4	-1.1	1.1	1.4	1.3
HCV core dimer	-6	-2	2	-12	-12	0
EBNA-1 inhibitor	-9	-9	-11	9	1	-20
TPT1 inhibitor	0	0	-1	1	2	-5
GASC-1 inh	-5	7	-5	-19	3	-11
ZTA counter	-5	5	2	-6	4	-9
PP1 counter	-5	-3	-2	-1	-12	1
CR mimetic SO	109	99	91	98	104	119

(55) COc1ccc(Cl)cc1C(=O)NNC(=O)c1csc(N2CCOCC2)n1
(56) CCN(c1ccccc1)S(=O)(=O)c1ccc(Cl)c(NC(=O)COC(=O)c2ccc[n+]([O-])c2)c1
(57) Cc1cc2c(c(SCC(=O)NCCc3ccccc3)n1)C(=O)OC2
(58) Cn1ncc(N=Cc2ccc([N+](=O)[O-])cc2)c1C(=O)Nc1ccccc1
(59) O=C(NCc1ccccc1Cl)c1cnc2n(c1=O)CCS2
(60) Cc1cc(C)nc(N2CCCC(C(=O)Nc3ccc(F)cc3)C2)n1 (configuration not stated)
compound no.	55	56	57	58	59	60
CTSL1 counter	-4	5	-2	-1	2	5
PP5 inh	-3.1	-3.4	0.0	0.9	-0.9	-0.7
HCV core dimer	0	5	-1	1	4	-13
EBNA-1 inhibitor	-9	12	11	-2	9	4
TPT1 inhibitor	-1	0	-1	-2	-3	-1
GASC-1 inh	-14	7	i	-2	24	1
ZTA counter	6	12	5	-6	2	-14
PP1 counter	-2	-3	1	-2	-2	0
CR mimetic SO	106	96	101	107	95	97
